From PubChem BioAssay
LAP4 TOR yeast: modulators of TOR pathway LAP4-GFP in S. cerevisiae; S. cerevisiae LAP4-GFP multiplex, flow cytometry GFP, 3 h; median GFP as percent of DMSO wells; GFP response vs DMSO, % at 10 µM; hit rate 0.34% among 320,000;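 active = GFP response vs DMSO above a set limit, about the screen mean plus 3 SD, cut at about 150% in these data; inconclusive = under 70 cell events counted for the yeast strain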
Yeast superoxide: yeast age-related superoxide inhibition as caloric restriction mimetic; hit rate 0.18% among 330,000; S. cerevisiae aged cells, superoxide DHE fluorescence; active compounds read low; AID 2690; superoxide response (% of plate mean), % at 10 µM;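 active = superoxide response under a set limit, about three screen SD below normal, cut at about 65% in these data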;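 note: yeast aged for seven days with compound at 30 °C before DHE staining; 100% = average MFI of all compound-treated wells on the plate with controls excluded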
MEP2-GFP yeast: modulators of TOR pathway MEP2-GFP in S. cerevisiae; hit rate 0.51% among 330,000; AID 2016; GFP response vs DMSO, % at 10 µM; S. cerevisiae MEP2-GFP strain, flow cytometry GFP, 3 h; 100% = DMSO control level;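 active = GFP response versus DMSO above a set limit, roughly screen mean plus 3 SD, cut at about 180% in these data; inconclusive = fewer than 70 cells counted for a yeast strain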;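 note: median GFP fluorescence of the barcode-gated MEP2-GFP cells per well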
AGP1-GFP MLPCN: alters AGP1-GFP fluorescence in TOR pathway yeast screen; S. cerevisiae AGP1-GFP multiplex flow cytometry, 3 h; GFP as percent of DMSO wells; GFP response vs DMSO, % at 10 µM; hit rate 0.02% among 320,000; AID 2066;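 active = GFP response relative to DMSO above a set limit, near screen average plus 3 SD, cut at about 150% in these data; inconclusive = fewer than 70 cells counted for the yeast strain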;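 note: median GFP channel fluorescence of the gated AGP1 strain per well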
Efflux pump inh: blocks antifungal efflux pumps in multiplex yeast assay | S. cerevisiae Candida pump triplex, Nile Red efflux | inhibition, % at 10 µM | hit rate 0.44% among 330,000;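 active = plate passing quality check with inhibition over a set limit, or well fluorescence over plate mean plus 4 SD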;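 note: Nile Red retained in pooled yeast measured as flow cytometry median fluorescence; 0% = buffer negative control and 100% = Enniatin B positive control; higher means more Nile Red kept so more efflux inhibition; some compounds called inactive have numbers as strong as hits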
AHR activator: activates the human aryl hydrocarbon receptor | hit rate 2.5% among 320,000 | AHR-responsive luciferase reporter cells, luminescence | activation, % at 5 µM | P35869 | AID 2796; in the data active = activation above about 47%;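 note: 0% = vehicle wells and 100% = reference agonist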
Target sequence (P35869 whole entry, looked up): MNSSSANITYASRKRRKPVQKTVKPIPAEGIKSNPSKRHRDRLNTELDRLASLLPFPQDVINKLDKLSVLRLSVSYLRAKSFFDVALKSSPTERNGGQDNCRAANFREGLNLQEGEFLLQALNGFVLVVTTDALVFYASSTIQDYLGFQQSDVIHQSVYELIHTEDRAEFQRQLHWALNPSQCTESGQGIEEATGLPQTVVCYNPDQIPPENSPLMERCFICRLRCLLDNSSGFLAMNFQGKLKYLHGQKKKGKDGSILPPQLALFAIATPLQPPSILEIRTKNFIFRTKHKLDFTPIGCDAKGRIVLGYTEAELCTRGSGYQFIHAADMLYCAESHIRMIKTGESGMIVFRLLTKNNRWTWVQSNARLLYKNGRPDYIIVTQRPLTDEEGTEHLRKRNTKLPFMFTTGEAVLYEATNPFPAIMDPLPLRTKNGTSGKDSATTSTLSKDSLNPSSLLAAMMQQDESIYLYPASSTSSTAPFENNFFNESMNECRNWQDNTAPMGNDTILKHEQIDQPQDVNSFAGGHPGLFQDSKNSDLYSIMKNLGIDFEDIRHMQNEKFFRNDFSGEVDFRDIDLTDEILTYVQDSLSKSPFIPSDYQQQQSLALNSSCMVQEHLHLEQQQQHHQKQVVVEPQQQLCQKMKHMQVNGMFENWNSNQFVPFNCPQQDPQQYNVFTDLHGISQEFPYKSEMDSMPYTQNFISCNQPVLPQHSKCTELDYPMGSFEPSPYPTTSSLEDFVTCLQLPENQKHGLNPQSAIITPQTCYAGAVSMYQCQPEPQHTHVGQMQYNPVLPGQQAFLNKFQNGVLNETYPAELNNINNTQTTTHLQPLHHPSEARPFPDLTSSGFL
CIT2 TOR yeast: alters CIT2-GFP fluorescence in TOR pathway yeast screen. GFP response vs DMSO, % at 10 µM. hit rate 0.065% among 320,000. S. cerevisiae CIT2-GFP strain, flow cytometry, 3 h; 100 means same as DMSO wells. AID 2029;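 active = GFP response relative to DMSO above a set limit, near the screen mean plus 3 SD, cut at about 150% in these data; inconclusive = Fewer than 70 cells measured for a yeast strain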;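 note: ratio of well median GFP fluorescence to mean of DMSO wells on the plate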
RPL19A TOR yeast: alters RPL19A-GFP fluorescence in TOR pathway yeast screen | hit rate 0.3% among 330,000 | S. cerevisiae RPL19A-GFP strain, flow cytometry, 3 h; active compounds read low | percent response vs DMSO, % at 10 µM;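 active = percent response vs DMSO below 50%; inconclusive = fewer than 70 events counted for the yeast strain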;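 note: median channel GFP fluorescence of the barcoded RPL19A-GFP strain; ratio of sample median GFP to plate DMSO average so 100% = DMSO; lower means less RPL19A-GFP as with rapamycin TOR inhibition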
* marks the source's active call; other numbers are inactive results; ? = inconclusive; nt = no result given.

SMILES | LAP4 TOR yeast | Yeast superoxide | MEP2-GFP yeast | AGP1-GFP MLPCN | Efflux pump inh | AHR activator | CIT2 TOR yeast | RPL19A TOR yeast
CCOC(=O)c1c(-c2cccc(C)c2)csc1NC(=O)c1c(-c2ccccc2)noc1C | 96.5 | 128.4 | 101.8 | 98.3 | 0.4 | -1.2 | 98.1 | 97.9
CC(=O)Nc1ccc(NC(=O)c2oc3cc(C)c(C)cc3c2C)cc1 | 100.3 | 98.5 | 111.5 | 100.4 | 0.1 | -5.3 | 102.8 | 100.7
CCc1ccc(N(C(=O)c2csnn2)C(C(=O)NC(C)(C)CC)c2ccccn2)cc1 (configuration not stated) | 95.1 | 101.8 | 94.2 | 91.4 | 0.2 | 12.1 | 86.3 | 92.9
N/C(=N\OC(=O)c1ccc(=O)n(Cc2ccc(Cl)cc2)c1)c1ccccn1 | 86.2 | 101.2 | 107.7 | 94.2 | 0.1 | 18.9 | 98.0 | 106.6
C/C(=C/CCC(C)(O)C1CC[C@@]2(C)[C@@H]3CC=C4[C@@H](CC[C@H](O[C@H]5O[C@@H](CO)[C@H](O)[C@@H](O)[C@@H]5O)C4(C)C)[C@]3(C)C(=O)C[C@]12C)CO[C@@H]1O[C@H](CO)[C@@H](O)[C@H](O)[C@H]1O (some centres not stated) | 83.7 | 92.5 | 87.9 | 92.0 | 0.3 | -1.2 | 95.4 | 94.6
Cc1nnc2n(-c3ccccc3)c(=O)c3c4c(sc3n12)COC(C)(C)C4 | 84.3 | 111.3 | 87.6 | nt | -0.2 | 2.5 | 94.6 | 86.4
O=C1CN(C(=O)CSc2nc3c(cnn3-c3ccccc3)c(=O)[nH]2)c2ccccc2N1 | 90.8 | 96.4 | 94.7 | 94.4 | 0.1 | 15.9 | 90.0 | 93.0
COc1ccc(OC)c(N=C(N)N=C(N)N)c1 | 107.1 | 102.1 | 105.9 | 106.5 | 0.1 | -1.6 | 93.5 | 103.3
COc1ccc(S(=O)(=O)N(C)CC(=O)Nc2cccc(C(C)=O)c2)cc1C | 102.9 | 93.7 | 99.4 | 91.9 | 0.0 | 1.4 | 93.3 | 95.1
O=C(Nc1ccc(Cl)cn1)Nc1ccc(Cl)cn1 | 102.6 | 70.4 | 98.3 | 102.6 | -0.2 | 14.5 | 100.5 | 103.6
O=C(COc1ccccc1-c1ccccc1)NCc1ccco1 | 110.7 | 86.0 | 106.2 | 101.5 | -0.1 | 5.6 | 99.1 | 98.4
COc1ccc(CNC(=O)[C@@H]2CC=C[C@@H]3CCN(Cc4ccc(Cl)c(Cl)c4)C(=O)[C@@H]32)cc1 | 129.2 | 96.5 | 100.4 | 92.6 | -0.1 | 2.2 | 102.1 | 103.6
O=S(=O)(c1ccccc1)N(CC(O)CN1CCOCC1)c1ccccc1 (configuration not stated) | 88.1 | 85.5 | 101.7 | 89.9 | 0.2 | -0.9 | 98.9 | 98.1
CCOc1ccc2nc(N(Cc3ccccc3)C(=O)CCNC(C)=O)sc2c1 | 92.9 | 109.8 | 106.1 | 87.4 | 0.1 | nt | 99.9 | 108.7
CCCC1CC(C(=O)NC(C(C)Cl)C2OC(SC)C(O)C(O)C2O)N(C)C1 (configuration not stated) | 101.6 | 109.3 | 94.9 | 89.4 | 0.0 | -3.6 | 103.2 | 96.2

Arranged by number of heavy atoms (high to low): part of the list above.
SMILES | LAP4 TOR yeast | Yeast superoxide | MEP2-GFP yeast | AGP1-GFP MLPCN | Efflux pump inh | AHR activator | CIT2 TOR yeast | RPL19A TOR yeast
CCOc1ccc2nc(N(Cc3ccccc3)C(=O)CCNC(C)=O)sc2c1 | 92.9 | 109.8 | 106.1 | 87.4 | 0.1 | nt | 99.9 | 108.7
N/C(=N\OC(=O)c1ccc(=O)n(Cc2ccc(Cl)cc2)c1)c1ccccn1 | 86.2 | 101.2 | 107.7 | 94.2 | 0.1 | 18.9 | 98.0 | 106.6
O=S(=O)(c1ccccc1)N(CC(O)CN1CCOCC1)c1ccccc1 (configuration not stated) | 88.1 | 85.5 | 101.7 | 89.9 | 0.2 | -0.9 | 98.9 | 98.1

Continuation:
SMILES | LAP4 TOR yeast | Yeast superoxide | MEP2-GFP yeast | AGP1-GFP MLPCN | Efflux pump inh | AHR activator | CIT2 TOR yeast | RPL19A TOR yeast
COc1cc(C(=O)NCC(=O)Nc2c(C)cccc2C)ccc1OCC(=O)N1CCOCC1 | 93.4 | 93.6 | 102.4 | 97.8 | 0.1 | -0.6 | 93.7 | 99.3
CC(=O)NC1(C(F)(F)F)NC(=O)N(c2ccc(F)cc2)C1=O (configuration not stated) | 93.3 | 99.7 | ? | ? | 0.0 | -0.9 | 92.1 | 104.9
Cc1cc(C)c2c(=O)cc(C(F)F)oc2c1 | 101.1 | 102.6 | 116.2 | 101.8 | 0.0 | 2.6 | 107.1 | nt
Cc1nc(SCC(=O)c2ccc(F)cc2)c([N+](=O)[O-])[nH]1 | 101.5 | 99.6 | 103.5 | 94.2 | 0.1 | 2.5 | 90.1 | 98.4
CCCc1cc(=O)c2c(O)cccc2o1 | 108.2 | 105.5 | 101.0 | 103.1 | 0.0 | -0.5 | 101.0 | 99.9
COc1ccc(NC2CC(=O)N(C)C2=O)cc1 (configuration not stated) | 107.3 | 94.4 | 106.6 | 103.5 | -0.1 | -2.1 | 106.1 | 103.4
COc1ccc(Cc2nnc(NC(=O)c3cccs3)s2)cc1 | 90.2 | 93.2 | 95.7 | 96.5 | -0.1 | 3.1 | 105.0 | 100.2
C[C@@H]1O[C@@H](O[C@H]2[C@H](O[C@H]3C[C@]4(C)C(C[C@@H](O)C5C([C@]6(C)CC[C@@H](C(C)(C)O)O6)CC[C@]54C)[C@@]4(C)CC[C@H](O)C(C)(C)C34)O[C@H](CO)[C@@H](O)[C@@H]2O)[C@H](O)[C@H](O)[C@H]1O (some centres not stated) | 104.0 | 118.6 | 100.0 | 105.6 | 0.1 | -0.2 | 103.8 | 107.7
O=[N+]([O-])CC(c1ccccc1)c1c[nH]c2ccccc12 (configuration not stated) | 120.4 | 99.0 | 92.5 | 113.6 | -0.1 | 6.2 | 90.5 | 101.3
O=C(NC1CCCCC1)C(c1ccncc1)N(C(=O)c1csnn1)c1ccc(F)cc1 (configuration not stated) | 100.3 | 101.5 | 104.5 | 102.2 | 0.0 | 2.2 | 98.2 | 107.1
O=C(COC(=O)c1ccc(O)cc1)NCC1COc2ccccc2O1 (configuration not stated) | 100.0 | 92.5 | 99.8 | 97.0 | -0.1 | 18.7 | 99.5 | 100.1
Cc1cc(NC(=O)CSc2nnc(-c3c[nH]c4ccccc34)n2-c2ccc(F)cc2)no1 | 101.0 | 96.0 | 100.2 | 95.8 | 0.2 | 0.9 | 86.8 | 95.5
Cc1ccc(-n2nc3c(c2NC(=O)C2CC2)CS(=O)(=O)C3)cc1 | 97.9 | 98.3 | 94.6 | 96.2 | 0.1 | -1.3 | 93.7 | 96.1
CC(C)Oc1ccccc1/C=N/n1nnnc1N | 102.6 | 113.1 | 90.2 | 101.3 | -0.1 | 3.1 | 90.7 | 93.8
Cc1ccc(C(C(=O)NC2CCCCC2)N(CC2CCCO2)C(=O)CCCC(=O)Nc2ccccn2)cc1 (configuration not stated) | 89.2 | 91.0 | 96.4 | 94.9 | -0.1 | -0.6 | 93.1 | 98.2
Cc1nc(NC(=O)/C=C/c2ccccc2)sc1C(=O)N1CCCCC1 | 100.2 | 110.9 | 66.7 | 85.9 | 0.1 | 5.8 | 107.5 | 97.1
Cc1cc(C(=O)CN2C(=O)C(=O)N(Cc3ccco3)C2=O)c(C)n1CCc1ccc(F)cc1 | 111.3 | 115.2 | 108.2 | 107.5 | 0.1 | 24.8 | 106.7 | 98.7
Cn1c(CO)cnc1SCc1ccc([N+](=O)[O-])cc1 | 100.9 | 120.1 | 104.2 | 96.1 | 0.3 | -0.8 | 93.0 | 99.7
O=S(=O)(Nc1nccs1)c1ccc(NS(=O)(=O)c2c(F)cc(F)c(Cl)c2F)cc1 | 98.1 | 98.0 | 103.8 | 101.1 | 0.0 | -1.4 | 101.3 | 97.7
CC(=O)Nc1ccc(C(=O)OCC(=O)Nc2ccc(S(=O)(=O)N3CCOCC3)cc2)cc1 | 96.1 | 90.2 | 99.8 | 100.9 | 0.4 | -2.5 | 103.7 | 100.0
CCOC(=O)C1C(c2ccccc2)C(C(=O)OCC)C1c1ccccc1 (configuration not stated) | 94.0 | 94.0 | 94.5 | 95.3 | -0.1 | 0.3 | 98.9 | 96.3
CC(C)Sc1nnc([C@H](Cc2c[nH]c3ccccc23)NC(=O)OC(C)(C)C)o1 | 95.7 | 101.2 | 100.8 | 91.7 | -0.1 | 5.4 | 89.5 | 87.4
O=C(N/N=C\c1ccc(OCC(=O)N2CCCC2)cc1)C(=O)Nc1ccccc1F | 100.5 | 82.3 | 101.8 | 103.8 | 0.1 | -0.9 | 104.3 | 97.4
O=C(Nc1ccc(OCC(=O)N2CCOCC2)cc1)c1cc(F)c(F)cc1Cl | 96.7 | 88.4 | 107.4 | 101.8 | 0.0 | 1.6 | 114.5 | 107.2
O=C(O)CCCNc1cc(N2CCN(C(=O)c3ccco3)CC2)c2noc3c2c1C(=O)c1ccccc1-3 | 98.1 | 108.1 | 109.4 | 94.1 | -0.1 | 28.4 | 96.2 | 105.3
O=C1N[C@@H](Cc2c[nH]c3ccccc23)COC(=O)[C@@H](Cc2ccc(F)cc2)CC/C=C/C[C@@H]1CC(=O)N(CCO)Cc1ccccc1 | 105.3 | 122.2 | 102.1 | 103.7 | 0.8 | 4.0 | 91.9 | 104.7
COc1ccc(-c2cc(C(F)(F)F)n3nc(N)nc3n2)cc1 | 101.3 | 92.8 | 109.2 | 98.8 | -0.1 | -7.8 | 99.7 | 93.1
COc1ccc(NC(=O)c2ccccc2[N+](=O)[O-])cc1 | 87.5 | 94.3 | 100.0 | 95.9 | 0.6 | 1.9 | 97.9 | 102.1
N#Cc1nc(Cc2cccc3ccccc23)oc1NCCN1CCOCC1 | 95.2 | 114.5 | 104.5 | 100.1 | -0.1 | -2.3 | 99.1 | 97.2
Clc1ccc(-n2nnnc2SCc2cn3ccccc3n2)cc1 | 87.6 | 109.0 | 95.3 | 86.1 | 0.1 | 6.4 | 87.6 | 87.9
COc1ccc(Oc2ccccc2C=O)cc1 | 103.7 | 91.1 | 102.1 | 101.9 | 0.0 | 1.9 | 104.0 | 92.1
NC(=O)C1CCN(C(=O)C2CCC(=O)N(Cc3ccc(Cl)cc3)C2)CC1 (configuration not stated) | 103.9 | 94.7 | 102.5 | 105.7 | 4.4 | 0.5 | 105.6 | 109.4
C1=C(c2cccc3ccccc23)N2CCN=C2S1 | 98.0 | 91.9 | 105.5 | 103.1 | 0.2 | 19.7 | 100.5 | 97.3
C=C(C)C(=O)Nc1cccc(C(C)=O)c1 | 103.8 | 96.8 | 105.9 | 98.5 | 0.2 | 6.0 | 88.3 | 97.3
CCOC(=O)CC(NC(=O)c1ccc(C)cc1)c1ccc(OC)cc1 (configuration not stated) | 100.0 | 114.4 | 97.8 | 104.1 | 0.0 | 7.3 | 91.5 | 101.9
CC1=C(C(=O)Nc2cccc(C(=O)NC3CCCCC3C)c2)SCCO1 (configuration not stated) | 101.3 | 91.6 | 108.0 | 100.2 | 0.0 | 1.2 | 105.0 | 99.2
CCc1nn(C(C)C(=O)NCc2cccc(OC)c2)c(=O)c2cc3occc3n12 (configuration not stated) | 96.2 | 87.2 | 98.2 | 104.0 | -0.2 | 2.3 | 109.6 | 99.2
CCCCc1cc(=O)oc2c(C)c(OCC(=O)NCCN3CCOCC3)ccc12 | 87.5 | 107.0 | 95.3 | 92.7 | 0.0 | 20.2 | 92.5 | 92.5
